From PubChem
BLM inh = blocks DNA unwinding by human BLM helicase; P54132; recombinant BLM DNA unwinding, fluorescence dequenching; Potency, µM (highest dose often 56.1 µM), for inactives: at the highest dose activity change, negative = inhibition, hits mostly inhibitors; 350,000 tested, 0.2% active;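 further: potency means the concentration at half of the fitted maximal effect; plate controls were vehicle for no effect and no enzyme for full effect; nearly all actives have a fitted effect of over 35% in size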
Target sequence (P54132 whole entry, looked up): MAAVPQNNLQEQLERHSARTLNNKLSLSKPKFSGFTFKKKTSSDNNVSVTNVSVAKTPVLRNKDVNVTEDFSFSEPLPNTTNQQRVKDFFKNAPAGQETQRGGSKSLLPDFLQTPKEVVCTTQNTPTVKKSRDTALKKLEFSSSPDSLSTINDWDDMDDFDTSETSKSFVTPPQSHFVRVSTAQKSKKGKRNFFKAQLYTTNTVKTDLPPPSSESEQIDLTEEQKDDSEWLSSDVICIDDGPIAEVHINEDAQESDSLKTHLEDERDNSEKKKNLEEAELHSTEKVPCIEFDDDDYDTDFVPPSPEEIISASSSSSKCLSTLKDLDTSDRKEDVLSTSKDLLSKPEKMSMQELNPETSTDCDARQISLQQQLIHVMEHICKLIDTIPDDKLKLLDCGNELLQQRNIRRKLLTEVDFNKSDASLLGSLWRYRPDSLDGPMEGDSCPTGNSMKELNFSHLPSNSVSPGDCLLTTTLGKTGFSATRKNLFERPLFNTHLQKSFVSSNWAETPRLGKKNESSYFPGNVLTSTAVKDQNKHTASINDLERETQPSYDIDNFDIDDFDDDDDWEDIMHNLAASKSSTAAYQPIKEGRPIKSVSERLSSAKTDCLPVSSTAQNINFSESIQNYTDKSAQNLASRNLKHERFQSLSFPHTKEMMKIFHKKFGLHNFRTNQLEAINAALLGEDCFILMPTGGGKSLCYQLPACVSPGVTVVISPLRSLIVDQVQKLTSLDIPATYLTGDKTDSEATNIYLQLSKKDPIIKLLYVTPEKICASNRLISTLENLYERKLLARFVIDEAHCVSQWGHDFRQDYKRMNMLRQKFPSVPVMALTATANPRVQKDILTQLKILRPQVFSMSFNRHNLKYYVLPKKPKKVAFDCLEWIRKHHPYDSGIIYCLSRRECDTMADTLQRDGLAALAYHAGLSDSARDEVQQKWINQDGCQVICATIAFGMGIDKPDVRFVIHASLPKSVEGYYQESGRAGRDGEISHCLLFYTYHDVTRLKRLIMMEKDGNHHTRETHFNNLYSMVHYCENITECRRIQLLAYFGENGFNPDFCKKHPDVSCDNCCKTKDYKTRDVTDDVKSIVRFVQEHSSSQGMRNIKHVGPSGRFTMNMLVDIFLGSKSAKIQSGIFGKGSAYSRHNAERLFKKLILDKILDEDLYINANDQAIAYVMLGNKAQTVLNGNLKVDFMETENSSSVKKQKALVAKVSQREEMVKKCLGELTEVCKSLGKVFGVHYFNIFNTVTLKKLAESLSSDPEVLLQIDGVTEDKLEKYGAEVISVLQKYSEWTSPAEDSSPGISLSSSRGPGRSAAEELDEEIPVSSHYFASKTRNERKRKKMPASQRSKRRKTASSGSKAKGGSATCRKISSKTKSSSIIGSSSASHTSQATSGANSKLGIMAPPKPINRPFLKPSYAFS
Pol iota inh = blocks human DNA polymerase iota activity; Q9UNA4; Pol iota fluorescent replication assay, 10 min; Potency, µM (doses to about 115 µM), without a hit: top-dose activity, negative = inhibition, usual class: inhibitors; 390,000 tested, 1% active; AID 588590; further: potency means the concentration at half of the fitted maximal effect
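Pol iota at 10 nM preincubated 15 min with compounds at room temperature; reaction started with fluorescent substrate, 50 nM final. Fluorescence read kinetically at 0 and 10 min; buffer-only wells as negative control.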
POLK inh = blocks human DNA polymerase kappa activity; Q9UBT6; purified Pol kappa, fluorescent DNA synthesis assay, 10 min; Potency, µM (titrated, usually from 107 µM), for the others: top-dose activity, negative = inhibition, actives largely listed as inhibitors; 400,000 tested, 0.53% active; AID 588579; further: potency means the concentration at half of the fitted maximal effect; on the % scale 0 is the no-effect control and ±100 the full control effect
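Pol kappa 10 nM + cpd, 15 min RT; start w/ substrate 50 nM final; fluorescence kinetic read, 0 and 10 min. Neg ctrl: buffer, no enzyme.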
POLH inh = DNA polymerase eta (human) inhibition; 390,000 tested, 1.2% active; Q9Y253; recombinant Pol eta, fluorescent DNA replication assay; Potency, µM (titrated, usually from 114 µM), for inactives: at the top dose activity change, negative = inhibition, usual class: inhibitors; further: potency means the concentration at half of the fitted maximal effect; on the % scale 0 is the no-effect control and ±100 the full control effect
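Pol eta at 10 nM preincubated with compounds 15 min at room temperature; reaction started with fluorescent substrate (50 nM final) and read kinetically at 0 and 10 min.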
Anesthetic bind = candidate novel general anesthetic via apoferritin binding | P02791 | 350,000 tested, 0.074% active | apoferritin/1-aminoanthracene competitive binding, fluorescence | Potency, µM (titrated, usually from 77.5 µM), for inactives: at the top dose activity change, negative = displacement, actives largely listed as inhibitors; further: potency means the concentration at half of the fitted maximal effect; on the % scale 0 is the no-effect control and ±100 the full control effect; nearly all actives have a fitted effect of over 20% in size
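Horse-spleen apoferritin (10 uM) in 50% saturated 1-aminoanthracene in PBS was incubated 10 min at room temperature with compound. Fluorescence (ex 380, em 535 nm) was normalized to free and bound 1-AMA, with concentration-response fitted by a four-parameter Hill equation.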
APE1 inh = inhibitors of human APE1 endonuclease. P27695. recombinant APE1, TAMRA/BHQ-2 abasic DNA cleavage fluorescence. Potency, µM (top dose mostly 65.8 µM), inactives show at the top dose activity change, negative = inhibition, hits mostly inhibitors. 350,000 tested, 0.35% active. AID 2517;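 further: potency means the concentration at half of the fitted maximal effect; plate controls were vehicle for no effect and reference inhibitor for full effect; nearly all actives have a fitted effect of over 55% in size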
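Kinetic fluorescence read (525 ex/598 em nm, three reads 60 s apart) of AP-site incision; signal = third minus first read. Enzyme 0.75 nM, dual-labelled THF duplex 50 nM, compound preincubation 15 min RT.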
Pol beta inh = blocks human DNA polymerase beta activity. 340,000 tested, 1.3% active. AID 485314. Potency, µM (series often up to 114 µM), for the others: at the highest dose activity change, negative = inhibition, hits mostly inhibitors. Pol beta primer extension/strand displacement, fluorescence kinetic; further: potency means the concentration at half of the fitted maximal effect; on the % scale 0 is the no-effect control and ±100 the full control effect
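Pol beta (10 nM) and compounds were preincubated 15 min at room temperature, then 50 nM substrate (final) started primer extension/strand displacement. Reads were taken at 0 and 10 min; concentration-response data were fitted to a four-parameter Hill equation.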
Tb PGK inh = T. brucei PGK inhibition. P07378. PGK/GAPDH coupled, Kinase-Glo luminescence, 60 min. Potency, µM (titrated, usually from 57.5 µM), without a hit: top-dose activity change, negative = inhibition, most hits filed as inhibitors. 380,000 tested, 0.043% active. AID 602233; further: potency means the concentration at half of the fitted maximal effect; on the % scale 0 is the no-effect control and ±100 the full control effect; nearly all actives have a fitted effect of over 60% in size
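Luminescent ATP detection (Kinase-Glo Plus) follows a 60-minute room-temperature incubation, with wells lacking PGK as controls. Buffer: 100 mM TEA (pH 7.6), 5 mM MgCl2, 0.01% Tween-20. Coupling enzyme GAPDH (100 nM final) supplies unstable 1,3-BPG in-well.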
RXFP1 antag = antagonists of human relaxin receptor RXFP1 | Q9HBX9 | HEK293-RXFP1, relaxin-stimulated cAMP HTRF, 30 min; stronger effect = lower value | activity change, negative = inhibition, % at 57.5 µM | 350,000 tested, 0.59% active;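 active means activity change of -60% or lower, but not beyond a set lower limit; inconclusive means change between -60% and -40%, or beyond the set limit; inactive means change above -40%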; further: on the % scale 0 is the no-effect control and ±100 the full control effect
* marks the source's active call; other numbers are inactive results; i = inactive; ? = inconclusive; / = not tested or not shown; [ ] = dose if it differs, or a comment. Unless noted, the call rests on the fitted dose curve; in most records, active means well fitted curve in the direction sought with a large enough effect; inconclusive means small, poorly fitted or top-dose-only effect, or another doubt; inactive means no such curve, though single readings can be large; an effect the other way counts as inactive or inconclusive. Not all compounds are listed; count on the stated rates, not on these rows.

SMILES | POLK inh | APE1 inh | Anesthetic bind | POLH inh | Tb PGK inh | Pol iota inh | BLM inh | RXFP1 antag | Pol beta inh
Cc1sc2nc(CSc3ccccc3)nc(NCCN(C)C)c2c1C | -15% | 32% | -3% | -17% | 8% | 13% | 33%[activator] | -5 | 1%
N#Cc1ccc2c(c1)C[C@]1(CCCCN3C(=O)c4ccccc4C3=O)Oc3c(c(=O)oc4ccc(F)cc34)C2O1 | / | 32%[12.4 µM] | ? | / | / | / | -5%[12.4 µM] | / | -1%[22.9 µM]
COc1ccccc1N1CCN(C(=O)C(=O)N/N=C/c2cccc(O)c2)CC1 | -13% | -1% | -6% | -10% | -6% | 30% | -5% | -2 | 8%
COc1ccc(-n2ccnc2SCC(=O)NC2CCCC2)c(OC)c1 | -10% | -6% | -5% | 9% | -8% | 143%[activator] | -6% | -13 | 15%
CCN1CCN(c2nc(NCCO)c3ccccc3n2)CC1 | -8% | 7% | -1% | -4% | 1% | ? | -1% | 5 | 30%
Cc1ccnc(N2CCCC(C(=O)NC3CC3)C2)n1 (stereo not drawn) | 3% | 20%[12.4 µM] | -3% | -13% | i | 26% | -1% | -8 | 4%
COC(=O)c1cc(OC)c(OC)cc1NC(=O)Nc1ccc(OC)cc1 | -6% | 2% | 1% | -21% | 4% | 16% | -1% | -4 | 3%
C=CCc1cc(Cl)ccc1OCCNCCCOC | 0% | 1% | -10% | -8% | 1% | 9% | 4% | -31 | 24%
CCNC(=S)N1CCN(CCN2C(=O)c3cccc4cccc(c34)C2=O)CC1 | -12% | -4% | -9% | -13% | -1% | 111%[activator] | 1% | -6 | 0%
Cc1cc([N+](=O)[O-])nn1CC(=O)Nc1ccc(Cc2ccncc2)cc1 | -10% | 1% | -14% | -6% | 6% | -6% | 1% | 4 | 31%
COc1ccc(NC(=O)Nc2cccnc2)c(OC)c1 | 10% | 0% | -2% | -14% | -1% | 22% | -4% | -13 | 6%
COC(=O)c1ccc(NC(C)=O)o1 | -10% | 1% | -6% | -5% | -1% | 11% | 1% | 4 | 33%
O=S(=O)(c1cccc(Br)c1)N1CCN(S(=O)(=O)c2ccc3c(c2)OCCO3)CC1 | 9% | 21% | / | -12% | 0% | 20% | / | / | /
O=C(/C(=C\c1ccccc1)c1nc2ccccc2[nH]1)c1ccc(Cl)cc1 | -4% | 0% | -10% | -9% | -7% | 4% | 0% | -28 | ?
COc1ccc(O)c(C(=O)CC(=O)c2ccc(F)cc2)c1 | -7% | -7% | -17% | -5% | i | 2% | -3% | / | -3%
COc1ccc(-c2c(C#Cc3ccccc3)c3ccccc3n2C)cc1 | 4% | -21% | ? | -22% | 0% | 42%[activator] | -4% | / | 31%
O=C(NCc1ccccc1F)C1CCCN1S(=O)(=O)c1ccc(F)cc1 (stereo not drawn) | -12% | -6% | -11% | 5% | -7% | 59%[activator] | -5% | 10 | -13%
O=C(Nc1ccc(Cl)c(S(=O)(=O)N2CCOCC2)c1)c1ccccn1 | -6% | -1% | -14% | -4% | 5% | ? | -10% | -29 | 0%
CN(C)C1NC(=O)c2cc(-c3ccccc3)sc2N1 (stereo not drawn) | -7% | 1% | -10% | -11% | -5% | 12% | 0% | -10 | 0%
CSCC[C@H](NC(=O)[C@H]1CC[C@H](CNC(=O)[C@@H](N)Cc2ccccc2)CC1)C(=O)O | -29% | 57%[activator] | 16% | -6% | 1% | -1% | 0% | -1 | 4%
O=C(CSc1nncs1)Nc1cc(-c2ccccc2)nn1-c1ccccc1 | -10% | -7% | 0% | -14% | i | -5% | -1% | -7 | 14%
CC(C)Cc1nc2sc3c(=O)n(N)cnc3c2c2c1COC(C)(C)C2 | 11% | -2% | -2% | -13% | -3% | 26% | 1% | 7 | 1%
CS(=O)(=O)Nc1ccc(C2=NN(C(=O)C3CCCCC3)C(c3cccs3)C2)cc1 (stereo not drawn) | -2% | -6% | 4% | -11% | -9% | 14% | -11% | -21 | 9%
CCOC(=O)N1CCN(C(=O)c2cccc(S(=O)(=O)Nc3ccc(Br)cc3)c2)CC1 | -3% | 37% | / | -18% | i | -4% | / | -5 | /
O=C(Nc1cccc(F)c1)Nc1ccc2c(c1)CCC2 | 1% | -8% | -4% | -17% | i | 15% | -2% | -10 | 7%

The list goes on; it opens with the 2 that closed the last part.
SMILES | POLK inh | APE1 inh | Anesthetic bind | POLH inh | Tb PGK inh | Pol iota inh | BLM inh | RXFP1 antag | Pol beta inh
CCOC(=O)N1CCN(C(=O)c2cccc(S(=O)(=O)Nc3ccc(Br)cc3)c2)CC1 | -3% | 37% | / | -18% | i | -4% | / | -5 | /
O=C(Nc1cccc(F)c1)Nc1ccc2c(c1)CCC2 | 1% | -8% | -4% | -17% | i | 15% | -2% | -10 | 7%
COc1ccc(CNC(=O)[C@H](C)NC(=O)C2CCN(S(=O)(=O)c3ccc(F)cc3)CC2)cc1 | -3% | 6% | 1% | -13% | 8% | 15% | -1% | -22 | 3%
Cc1ccc(S(=O)(=O)N(Cc2cccc(C(F)(F)F)c2)C(=O)N2CCN(C)CC2)cc1 | -6% | 11% | / | 1% | -4% | 44%[activator] | / | 7 | /
CCOC(=O)C(C)Sc1ncc(OC)c(=O)[nH]1 (stereo not drawn) | -11% | 3% | 3% | 0% | -2% | 1% | 3% | 5 | ?
O=C(CSC1=NS(=O)(=O)c2cc(F)ccc2N1)NCCc1ccccc1 | -2% | 13% | / | -11% | -5% | 2% | / | 2 | /
CC(=O)Nc1ccc(NC(=O)CSc2ccc(-c3cccnc3)nn2)cc1 | -33% | 13% | -9% | -3% | -9% | ? | -2% | -6 | ?
CC[C@H](C)/C=C(C)/C=C/C(=O)Cc1cc(O)c(C)c(O)c1C=O | -40% | -6% | -13% | 50µM* | -10% | ? | -14% | / | ?
Cc1ccc(OCCNC(=O)CN2C(=O)NC3(CCCC3)C2=O)cc1 | -9% | 6% | / | -11% | -5% | 59%[activator] | / | 4 | /
CCCCC(CC)C(=O)N1CCN(C(=O)c2ccco2)CC1 (stereo not drawn) | -6% | -6% | -5% | -5% | -8% | -14% | 2% | 1 | -11%
CCc1nnc(NC(=O)CSc2nccn2-c2ccc(OC)cc2)s1 | -9%[60.1 µM] | / | -1% | -14% | -5% | 7% | 1% | 5 | 1%
NC(=O)c1c(-c2ccc(Cl)cc2Cl)csc1NC(=O)Cc1ccccc1 | -5% | -6% | -11% | -20% | -7% | 148%[activator] | 1% | -13 | -21%
CCOC(=O)c1sc2nc(-c3ccco3)c3c(c2c1N)CC(C)(C)OC3 | -15% | 21% | -11% | ? | i | -10% | ? | -13 | 40µM*
CCOC(=O)c1c(C)oc2nc(C)nc(NCc3ccc(OC)cc3OC)c12 | -11% | / | -11% | -17% | -2% | 13% | -17% | / | -2%
COc1ccccc1CNn1c(-c2cccc(C)c2)nc2ccccc2c1=O | -9% | 4% | ? | -2% | / | -3% | 0% | -9 | 26%
COc1cc(C2c3c(-c4ccc(C)cc4)n[nH]c3C(=O)N2c2ccc(F)cc2)ccc1O (stereo not drawn) | -12% | / | 3% | -17% | 2% | -6% | -21% | / | 8%
COc1cc(/C=N/NC(=O)c2cccnc2)ccc1OCC(=O)Nc1ccc(C)cc1 | ? | 4% | 4% | ? | 9% | ? | -15% | 0 | 13µM*
Cc1cc(C(F)(F)F)nn1CC(=O)N(C)c1ccccc1 | -5% | 4% | ? | -17% | i | 38%[activator] | -1% | 13 | 7%
COc1ccc(-c2csc(NC(=O)C3=COCCO3)n2)cc1OC | -7% | -21% | / | -5% | -7% | 34%[activator] | / | -8 | /
O=C(c1ccc(Cl)s1)N1CCOCC1 | 4% | -3% | -2% | -5% | -1% | 16% | -3% | 4 | 4%
CC(C)(C)NC(=O)COc1ccc(CNCc2cccs2)cc1 | -6% | -1% | -17% | 5% | / | 0% | 3% | 6 | 20%
COc1ccccc1NS(=O)(=O)c1ccc(C(=O)NCCCN2CCOCC2)cc1 | -9% | 18% | / | 1% | 0% | 11% | / | 10 | /
CCOC(=O)c1ccc(NC(=O)C(CC)(CC)C(=O)OCC)cc1 | -19% | -4% | -14% | -4% | -4% | 5% | -8% | 8 | -11%
Cc1cccc(-n2c(SCC(=O)NCC3CCCO3)nc3ccccc3c2=O)c1C (stereo not drawn) | 4% | -3% | / | -10% | -6% | -6% | / | -11 | /

Laid out differently: results already given.
Each structure is followed by: POLK inh	APE1 inh	Anesthetic bind	POLH inh	Tb PGK inh	Pol iota inh	BLM inh	RXFP1 antag	Pol beta inh
- Cc1ccc(OCCNC(=O)CN2C(=O)NC3(CCCC3)C2=O)cc1
  -9%	6%	/	-11%	-5%	59%[activator]	/	4	/
- CCCCC(CC)C(=O)N1CCN(C(=O)c2ccco2)CC1 (stereo not drawn)
  -6%	-6%	-5%	-5%	-8%	-14%	2%	1	-11%
- CCc1nnc(NC(=O)CSc2nccn2-c2ccc(OC)cc2)s1
  -9%[60.1 µM]	/	-1%	-14%	-5%	7%	1%	5	1%
- NC(=O)c1c(-c2ccc(Cl)cc2Cl)csc1NC(=O)Cc1ccccc1
  -5%	-6%	-11%	-20%	-7%	148%[activator]	1%	-13	-21%
- CCOC(=O)c1sc2nc(-c3ccco3)c3c(c2c1N)CC(C)(C)OC3
  -15%	21%	-11%	?	i	-10%	?	-13	40µM*
- CCOC(=O)c1c(C)oc2nc(C)nc(NCc3ccc(OC)cc3OC)c12
  -11%	/	-11%	-17%	-2%	13%	-17%	/	-2%
- COc1ccccc1CNn1c(-c2cccc(C)c2)nc2ccccc2c1=O
  -9%	4%	?	-2%	/	-3%	0%	-9	26%
- COc1cc(C2c3c(-c4ccc(C)cc4)n[nH]c3C(=O)N2c2ccc(F)cc2)ccc1O (stereo not drawn)
  -12%	/	3%	-17%	2%	-6%	-21%	/	8%
- COc1cc(/C=N/NC(=O)c2cccnc2)ccc1OCC(=O)Nc1ccc(C)cc1
  ?	4%	4%	?	9%	?	-15%	0	13µM*
- Cc1cc(C(F)(F)F)nn1CC(=O)N(C)c1ccccc1
  -5%	4%	?	-17%	i	38%[activator]	-1%	13	7%
- COc1ccc(-c2csc(NC(=O)C3=COCCO3)n2)cc1OC
  -7%	-21%	/	-5%	-7%	34%[activator]	/	-8	/
